# M1 ag parental = nonselective activator or artifact in parental CHO-K1 cells | AID 602248 | activation, % at 3 µM | 360,000 tested, 0.48% active | Fluo-8 calcium fluorescence; scaled to maximal ATP response, vehicle zero; in the data active means activation above about 15%;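 further: untransfected CHO-K1 host cells lacking M1 receptor as counterscreen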
# M4 ag = CHRM4 agonism in calcium assay; CHO-K1 hM4/Gqi5, Fluo-8 calcium fluorescence; vehicle 0%, full acetylcholine response 100%; activation, % at 3 µM; P08173; 360,000 tested, 0.14% active;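 active means activation above the run mean over all test wells plus 3 SD, cut at about 32% in these data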;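 further: peak over basal fluorescence ratio per well then scaled between controls; 0% = DMSO wells and 100% = acetylcholine at EC100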
# Target sequence (P08173 whole entry, looked up): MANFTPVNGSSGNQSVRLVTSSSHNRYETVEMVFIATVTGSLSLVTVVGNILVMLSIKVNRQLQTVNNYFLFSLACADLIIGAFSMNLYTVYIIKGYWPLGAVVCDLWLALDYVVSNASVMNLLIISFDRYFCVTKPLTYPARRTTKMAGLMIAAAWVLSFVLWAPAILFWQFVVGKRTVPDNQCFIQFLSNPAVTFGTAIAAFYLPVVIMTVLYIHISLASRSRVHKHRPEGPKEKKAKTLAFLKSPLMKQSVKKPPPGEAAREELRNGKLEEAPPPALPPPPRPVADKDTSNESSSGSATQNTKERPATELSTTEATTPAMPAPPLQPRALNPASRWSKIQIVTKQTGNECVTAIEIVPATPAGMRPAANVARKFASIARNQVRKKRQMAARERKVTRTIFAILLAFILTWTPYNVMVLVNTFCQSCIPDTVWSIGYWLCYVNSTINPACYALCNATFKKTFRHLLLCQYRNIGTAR
# CHO-K1 Ca antag = counter-screen for M1 antagonists: effect in parental CHO-K1 cells. inhibition, % at 3 µM. ATP-induced calcium, Fluo-8 fluorescence. 360,000 tested, 0.6% active;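 active means inhibition above a per-plate cutoff, the plate's mean sample inhibition plus 3 SD, cut at about 24% in these data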;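 further: 0% = DMSO plus EC80 ATP and 100% = DMSO alone without ATP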
# CHO parental Ca = signal in parental CHO cells, OX1R antagonist counter-screen | AID 463079 | 330,000 tested, 0.63% active | inhibition, % at 5.6 µM | parental CHO-K1, ATP-induced calcium, Fluo-8 fluorescence;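 active means inhibition above that plate's mean sample inhibition plus 3 SD, cut at about 26% in these data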;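 further: 0% = ATP-challenged DMSO wells and 100% = DMSO wells without ATP; some compounds past the cut are filed as inactive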
#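 Test system: parental CHO cells; detection: calcium-sensitive Fluo-8 fluorescence; evaluation: percent inhibition of calcium signal; also added: ATP as calcium-mobilizing challenge; repeats: one well per compound; control set: ATP-challenged DMSO wells low, unchallenged DMSO wells high; compound: single nominal dose of 5.6 µM per compound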
# M4 antag = CHRM4 antagonism in calcium assay | inhibition, % at 3 µM | CHO-hM4 cells, ACh EC80, Fluo-8 calcium fluorescence | AID 624125 | P08173 | 360,000 tested, 0.73% active;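 active means inhibition above its plate's cutoff, the mean inhibition of sample wells plus 3 SD, cut at about 27% in these data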;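 further: 0% = acetylcholine EC80 with DMSO and 100% = DMSO without agonist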
# CHRM1 antagonist = human CHRM1 antagonism; inhibition, % at 3 µM; 360,000 tested, 1.3% active; CHO-K1 hM1, Fluo-8 calcium fluorescence, ACh EC80 antagonist; P11229;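 active means percent inhibition above its own plate's cutoff, namely the mean of that plate's compound wells plus 3 SD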;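 further: peak over basal fluorescence ratio during 140 s after agonist addition; 0% = ACh EC80 plus DMSO and 100% = DMSO alone without agonist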
# CHRM1 agonist = human M1 muscarinic receptor agonism | CHO-K1 hM1, Fluo-8 calcium fluorescence, agonist mode; 0% DMSO, 100% acetylcholine EC100 | activation, % at 3 µM | 360,000 tested, 0.33% active;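 active means activation above the run's mean compound activation plus 3 SD, cut at about 16% in these data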;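 further: peak over basal fluorescence ratio within a 140 s kinetic read after compound addition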
# CHRM1 PAM = human CHRM1 positive allosteric modulation; P11229; CHO-K1 hM1, Fluo-8 calcium fluorescence, ACh EC20; 0% = ACh EC20, 100% = maximal ACh; activation, % at 3 µM; 360,000 tested, 0.088% active; in the data active means activation above about 19%, passing the limit was not always enough
# OXTR potentiate = human OXTR potentiation. CHO-OTR cells, Fluo-8 calcium fluorescence, potentiator mode; 0% = oxytocin EC15, 100% = EC100. activation, % at 3 µM. 320,000 tested, 0.061% active. AID 2445;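 active means activation above that plate's cutoff, the mean activation of tested compounds plus 3 SD, cut at about 6.6% in these data, passing the limit was not always enough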;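 further: 100% uses oxytocin at 75 nM as the full agonist control; some results filed as inactive read as strong as hits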
# Target sequence (P30559 whole entry, looked up): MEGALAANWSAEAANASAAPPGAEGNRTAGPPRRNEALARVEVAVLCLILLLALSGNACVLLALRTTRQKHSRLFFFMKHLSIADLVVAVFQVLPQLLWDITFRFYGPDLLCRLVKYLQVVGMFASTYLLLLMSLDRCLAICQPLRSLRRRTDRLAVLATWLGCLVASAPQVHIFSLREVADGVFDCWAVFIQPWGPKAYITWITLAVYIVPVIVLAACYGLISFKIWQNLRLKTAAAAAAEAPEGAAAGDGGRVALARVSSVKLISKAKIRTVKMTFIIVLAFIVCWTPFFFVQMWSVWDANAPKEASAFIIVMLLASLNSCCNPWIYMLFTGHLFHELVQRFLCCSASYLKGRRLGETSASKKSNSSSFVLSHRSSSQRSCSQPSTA
#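 Assay system: CHO cell line stably expressing human OTR. Reagent: EC15 oxytocin agonist. Dosing: single dose, 3.0 µM nominal final compound concentration. Timing: compound 6 min at room temperature before oxytocin, 100 s read. Signal: kinetic Fluo-8 calcium fluorescence. Controls: oxytocin EC15 low and EC100 high.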
# Numbers without * were called inactive; . = no result given. Outcome played no part in choosing rows, and some 2.9% of all compounds hit somewhere here.
# Sample of the layout (five entries):
SMILES,M1 ag parental,M4 ag,CHO-K1 Ca antag,CHO parental Ca,M4 antag,CHRM1 antagonist,CHRM1 agonist,CHRM1 PAM,OXTR potentiate
CCOc1ccc(NC(=O)CSc2nnc(CCNC(=O)c3ccc(OC)cc3)n2CC)cc1,0.1,0,2,-15,2,9,-8,-2,1
O=C(Nc1ccc(F)cc1)c1cc(S(=O)(=O)N2CCOCC2)cs1,2.4,4,3,-5,-8,1,-3,-2,-10
CCn1ncc(C(=O)Nc2cc(C)on2)c1C,0.3,0,2,-6,4,5,-2,-2,8
CCOc1ccc(N(C)c2ccc(/C=C3/SC(=S)NC3=O)cc2)cc1,3.4,4,2,26*,-3,-8,5,4,-14
CN(Cc1cccc2ncccc12)C(=O)CC1C(=O)NCCN1Cc1ccc(F)cc1 (stereo not given),0.2,1,6,-20,3,3,-10,9,-9

# The list itself, from the first entry:
SMILES,M1 ag parental,M4 ag,CHO-K1 Ca antag,CHO parental Ca,M4 antag,CHRM1 antagonist,CHRM1 agonist,CHRM1 PAM,OXTR potentiate
CCOc1ccc(NC(=O)CSc2nnc(CCNC(=O)c3ccc(OC)cc3)n2CC)cc1,0.1,0,2,-15,2,9,-8,-2,1
O=C(Nc1ccc(F)cc1)c1cc(S(=O)(=O)N2CCOCC2)cs1,2.4,4,3,-5,-8,1,-3,-2,-10
CCn1ncc(C(=O)Nc2cc(C)on2)c1C,0.3,0,2,-6,4,5,-2,-2,8
CCOc1ccc(N(C)c2ccc(/C=C3/SC(=S)NC3=O)cc2)cc1,3.4,4,2,26*,-3,-8,5,4,-14
CN(Cc1cccc2ncccc12)C(=O)CC1C(=O)NCCN1Cc1ccc(F)cc1 (stereo not given),0.2,1,6,-20,3,3,-10,9,-9
CC(C)CN(C(=O)Cn1ccccc1=O)C1CCS(=O)(=O)C1 (stereo not given),0.6,3,-12,-5,11,12,-4,0,-2
Cc1c(Br)c([N+](=O)[O-])nn1CC(=O)Nc1ccc(C(N)=O)cc1,0.5,0,-5,-9,4,-12,-4,8,0
Cc1ccc(S(=O)(=O)N2CCOC2C(Cl)(Cl)Cl)cc1 (stereo not given),3.5,1,-29,-6,-6,-14,-5,1,-11
NC(=O)C1CCN(S(=O)(=O)c2ccc3c(c2)OCCO3)CC1,0.4,1,-3,2,6,-3,-2,2,-2
Cc1ccc(Cc2c(-c3ccc(F)cc3)nc3cc(C)ccn23)cc1,-0.3,-2,4,.,13,15,-7,-12,.
CCn1c(=O)n(Cc2ccco2)c(=N)c2c3c(sc21)COC(C)(C)C3,0.0,-1,4,-14,-5,-7,-4,3,0
O=C(COc1coc(CN2CCc3ccccc3C2)cc1=O)Nc1cccc([N+](=O)[O-])c1,5.0,5,-8,-5,8,0,-3,7,-1
CN1CCN(S(=O)(=O)c2ccc(Oc3ccc(Br)cc3F)nc2)CC1,3.3,3,-12,-11,-12,-13,-2,12,-8
CCOC(=O)c1ccc(-n2c(N)c(C(=O)NCc3ccco3)sc2=S)cc1,1.3,1,-13,-11,0,2,-8,1,-4
Cc1cc(C)cc(-n2c3nc4ccccc4nc3c3c(=O)n(Cc4ccco4)cnc32)c1,-0.3,1,0,-3,4,-21,-1,7,-8
COc1ccc(/C=C/C(=O)Nc2cccc(S(=O)(=O)N3CCCC3)c2)cc1OC,3.2,6,-2,-1,3,24,-6,-16,-5
CCCn1cc(CN2CCc3ccc(NC(=O)C4CCCO4)cc3C2)c(C)n1 (stereo not given),0.4,1,3,-9,-10,1,-6,0,-5
CCNC(=O)c1cc(Br)ccc1Cl,-0.3,0,24*,-6,2,8,-2,8,3
O=C(CSc1nnnn1C1CCCCC1)NCc1ccc2c(c1)OCO2,-0.1,2,6,-1,-6,-6,10,12,-4
COc1ccc(C(=O)N/C(=C/c2ccco2)C(=O)NCc2ccco2)cc1,-0.2,0,9,-1,3,11,-2,-1,-1
O=c1[nH]nc(N=Nc2c(O)[nH]c3ccc(F)cc23)c(=O)[nH]1,0.3,1,-6,.,14,-17,4,13,.
CCc1nnc(NC(=O)c2ccc3c(=O)n4c(nc3c2)CCCCC4)s1,1.2,1,-1,-3,-6,1,-4,3,-10
CCCCN1C(=O)C(=O)N(c2ccccc2)C1=S,0.5,1,-3,4,-3,-6,-7,2,-4
O=C(C1CCC(=O)N(C2CCCC2)C1)N1CCN(c2ccc(Cl)cc2)CC1 (stereo not given),2.8,1,-13,-17,5,10,-5,-8,-6
Cc1ccc(C(=O)Nc2ccccc2C(=O)N2CCCC(C)C2)cc1 (stereo not given),0.2,1,9,7,-4,18,-3,-3,-4

# Further compounds:
SMILES,M1 ag parental,M4 ag,CHO-K1 Ca antag,CHO parental Ca,M4 antag,CHRM1 antagonist,CHRM1 agonist,CHRM1 PAM,OXTR potentiate
CN(Cc1ccccc1)S(=O)(=O)c1ccc(C(=O)Nc2nnc(C3CC3)o2)cc1,2.2,4,-11,6,-18,-22,0,-1,-7
N/C(=N\OC(=O)CCCOc1ccccc1)c1ccncc1,1.3,3,-6,-13,-3,-10,-2,6,-9
c1ccc2c(c1)oc1c(NCCCn3ccnc3)ncnc12,0.2,0,5,-21,15,-2,-5,3,2
CC(CN1CCN(Cc2ccccc2)CC1)c1ccccc1 (stereo not given),0.0,0,10,-14,8,23,-10,-18,-8
COc1ccc(/C=N/NC(=O)c2sccc2OCc2ccc(F)cc2)cc1OC,0.4,1,-2,-22,5,-10,1,8,-4
O=Nc1c2cc3ccccc3[nH]c-2c2ccccc12,0.5,2,1,.,-4,14,1,-7,.
C=CCN(C(=O)CSc1nc2[nH]ncc2c(=O)n1-c1ccccc1OC)c1ccccc1,2.2,3,-26,-16,2,3,0,-2,-5
COc1cc(C(c2sc3nc(C)nn3c2O)N2CC(C)CC(C)C2)cc(OC)c1OC (stereo not given),2.2,5,-7,-11,-12,-4,-2,-3,1
COc1ccc(/C=C/C(=O)NC(=S)N2CCOCC2)cc1,0.4,2,-15,-12,0,-1,-4,9,3
CN1CCC(OC(=O)c2ccc(Cl)cc2Cl)CC1,2.2,2,-8,-8,0,-1,-11,-7,-4
COC(=O)c1sc(NC(=O)C(C)c2ccccc2)nc1C (stereo not given),0.3,0,1,-8,-4,14,-4,-11,6
O=C(Nc1ccc(F)c(Cl)c1)C1CCCN(C2=NS(=O)(=O)c3ccccc32)C1 (stereo not given),0.5,2,0,-5,-10,-2,-2,13,-7
Cc1cnc([N+](=O)[O-])n1CCOC(=O)NC(=O)c1ccc(F)cc1,0.0,3,2,7,-7,-3,-3,3,-17
C=CCNc1nc(Nc2ccc([N+](=O)[O-])cc2)nc(N2CCCC2)n1,0.8,0,-19,-10,-6,-9,-9,6,6
CN(C)CCNC(=O)c1nn(C)c2c1CCc1ccccc1-2,8.4,10,1,4,3,13,-8,-3,3
CCCC(=O)N(CCN1CCOCC1)c1nc2c(C)cccc2s1,2.4,5,-21,-22,-17,-7,3,3,-9
COc1ccccc1NC(=S)NCCN1CCOCC1,-0.1,2,-6,-10,-5,-10,-7,6,-5
CC/C(O)=C1\C(=O)CC(c2ccccc2)CC1=NC(C)C (stereo not given),0.1,1,0,-23,6,-8,-8,9,-7
Cc1nc(C)c(C(=O)C2=C(O)C(=O)N(CCN3CCOCC3)C2c2cccs2)s1 (stereo not given),-0.2,0,-1,-2,-3,-7,-3,4,-8
CCN=C1SC(C(=O)Nc2ccc(OCC)cc2)CC(=O)N1CC (stereo not given),5.9,22,4,-12,6,17,2,-13,-17
COCCNC(=O)/C(C#N)=C/c1ccc2c(c1)OCO2,0.0,0,0,-10,-11,0,-5,0,-12
COc1cc(NC(=O)c2ccccc2)ccc1NC(=O)Cc1ccccc1,0.8,3,4,-13,-1,1,-2,0,-1
C[C@H](CO)N1C[C@H](C)[C@@H](CN(C)S(=O)(=O)c2cn(C)cn2)Oc2c(NC(=O)Nc3ccc4c(c3)OCO4)cccc2C1=O,0.7,3,-18,14,-8,8,-1,1,0
CCOC(=O)c1c(NC(=O)Cc2cccs2)sc2c1CCCC2,0.1,0,-16,-14,-3,-10,-3,5,-20
O=C(/C=C/NNC(=O)c1ccc(Br)cc1)c1ccccc1,1.0,1,-8,-21,9,-9,-3,7,-7

# More structures.
SMILES,M1 ag parental,M4 ag,CHO-K1 Ca antag,CHO parental Ca,M4 antag,CHRM1 antagonist,CHRM1 agonist,CHRM1 PAM,OXTR potentiate
N#CC1=C(N)SC(N)=C(C#N)C1c1cccc(Oc2ccccc2)c1,6.5,20,-8,-11,-8,4,10,-9,-13
COc1ccc(CNC(=O)C(c2cccc(C)c2)N(C(=O)c2csnn2)C2CC2)cc1 (stereo not given),7.0,21,-1,-26,1,9,-4,-6,-8
O=C1CCC2(CC1)NC(=O)N(c1ccccc1)N2,-0.3,0,3,9,-7,-2,-2,6,-12
CN(CC(=O)Nc1c(Cl)cccc1Cl)C(=O)c1cc(S(=O)(=O)N(C)C)ccc1N1CCCC1,1.5,2,-10,-11,5,0,-4,2,-3
COc1ccc(C(=O)NCC(=O)NCc2ccncc2)cc1,3.4,1,-4,-1,-5,-10,0,7,-7
CCCCC(CC(O)COCCC)C(=O)NN (stereo not given),1.4,11,-8,-16,-12,3,-4,-2,-16
O=C(c1cc(C2CC2)nn1-c1ccccc1)N1CCN(Cc2ccc(Cl)cc2)CC1,1.0,4,-16,-34,-6,-12,-4,13,-5
Cc1ccc(O)c(/C=N/NC(=O)Cc2ccc(Cl)cc2)c1,2.8,4,-17,-13,-14,-12,-4,1,-7
O=C(COC(=O)c1ccc(O)cc1O)NC(=O)NCc1ccccc1,11,8,4,11,5,4,8,-3,-9
Nc1ncnc2c1ncn2[C@@H]1O[C@H](C(=O)N2CCCN(Cc3cccs3)CC2)[C@@H](O)[C@H]1O,0.7,0,-9,.,6,-29,-2,8,.
CSc1nc2ccc3nc(NC(=O)c4cccs4)sc3c2s1,-0.4,0,-1,-13,3,2,-1,4,-6
CCOc1ncccc1C(=O)N(CCC(C)C)c1c(N)n(Cc2ccccc2)c(=O)[nH]c1=O,0.2,0,-6,-11,1,-5,-2,1,-3
COc1ccccc1CNC(=O)c1ccc2c(=O)n(CC3CCCO3)c(=S)[nH]c2c1 (stereo not given),0.4,1,5,-3,-8,-1,0,2,-4
CCNC(=O)CC1C(=O)N(c2cccc(OC)c2)C(=O)N1CCOC (stereo not given),-0.1,0,1,-4,-6,-2,-5,1,-6
O=C(Nc1ccccc1)c1cccc(S(=O)(=O)NCc2ccco2)c1,0.9,2,-8,-6,0,-5,0,8,-17
O=C(Nc1nnc(C2CCCO2)s1)c1cccs1 (stereo not given),0.5,0,-11,-7,-7,-5,-3,6,-3
COc1ccc(CC(N)c2csc(NC(=O)c3ccc(F)cc3)n2)cc1 (stereo not given),10,20,0,.,-4,1,7,-10,.
CCC(C)[C@H](NC(=O)N1CCn2c1nc1ccccc12)C(=O)NCCc1ccccc1 (stereo not given in full),2.1,7,-9,-25,-2,-9,-1,7,-7
COc1ccccc1NS(=O)(=O)c1cccc(NC(=O)Nc2ccccc2)c1,18*,35*,37*,23,61*,59*,6,-21,-10
CCOc1ccc(CCN2C(=O)C(=O)N([C@@H](CC(C)C)CN3CCC[C@@H]3CN3C(=O)C(=O)NC[C@@H]3Cc3ccccc3)C[C@@H]2Cc2ccc(O)cc2)cc1,0.0,0,-7,.,2,-2,-6,1,.

# Bioassay records as filed in PubChem BioAssay.
